All columns: NCI-60 one-dose screen, growth in % after 48 h at 10 µM unless noted; 100 = growth as untreated, 0 = no growth, -100 = all killed.
SF-295: SF-295 CNS cancer cells | 5.6% of 79,000 active
SF-268: SF-268 CNS cancer cells; 3.1% of 82,000 active; AID 1794759
SF-539: SF-539 CNS cancer; 6.8% of 81,000 active
U251: U251 CNS tumor cells. 5.4% of 80,000 active. AID 1794753
SNB-19: SNB-19 CNS cancer cells | 2.5% of 81,000 active
PC-3: PC-3 prostate cancer cells. 3.9% of 80,000 active. AID 1794754
OVCAR-3: OVCAR-3 ovarian cancer; 7% of 79,000 active; AID 1794787
OVCAR-8: OVCAR-8 ovarian cancer; 4.4% of 81,000 active
DU-145: DU-145 prostate cancer. 4.2% of 81,000 active
The depositor's hits bear a star; . = no result given; & = joins results of further samples. How the source made its calls: active means growth percent below 10; inactive means the rest.

SMILES | SF-295 | SF-268 | SF-539 | U251 | SNB-19 | PC-3 | OVCAR-3 | OVCAR-8 | DU-145
CC(=O)OCC(=O)[C@@]1(OC(C)=O)[C@@H](C)CC2C3C[C@H](F)C4=CC(=O)C=C[C@]4(C)[C@@]3(F)[C@@H](O)C[C@@]21C (some centres not stated) | 122 | 85 | 81 | 84 | 100 | 87 | 106 | 84 | .
COc1ccc(OC)c([C@H]2c3[nH]c4ccccc4c3C[C@H]3C(=O)N(CCCCCCC(=O)NO)CC(=O)N23)c1 | 95 | 104 | 79 | 81 | 87 | 78 | 76 | 74 | 90
O=C1NC2(CCCCC2)OC12CCCCC2 | 125 | 100 | 103 | 102 | 107 | 108 | 109 | 103 | 118
CC(=O)Nc1cc(C)ccc1O | 99 | 99 | 98 | 100 | 119 | 98 | 109 | 101 | 105
COCCCNc1nc2ccccc2c2c(=O)c3cc(Cl)ccc3sc12 | 98 | 76 | 97 | 88 | 88 | 78 | . | 91 | 65
CC(/C=C/c1ccc(Br)cc1)=N\OCC(=O)O | 104 | 103 | 106 | 99 | 96 | 98 | 111 | 105 | 109
O=[N+]([O-])c1ccc(F)cc1F | 103 | 100 | 97 | 107 | 105 | 100 | 106 | 105 | 106
CCOC(=O)c1nn(-c2ccccc2)c(=O)c2c(N)c(C#N)c(-c3ccccc3)cc12 | 119 | 101 | 91 | 98 | 97 | 97 | 114 | 108 | 110
Cn1ccc2cc(Nc3ccccc3)ccc21 | 104 | 99 | 106 | 103 | 93 | 105 | 108 | 106 | 121
Cc1cc(O)c2c(c1)C1OC(=O)CCCN1C1=C2C(=O)c2cccc(OC3CC(O)C(O)C(C)O3)c2C1=O (configuration not stated) | 116 | 101 | 95 | 91 | 90 | 76 | 17 | 88 | 74
Cc1cc(C)nc(NC(=O)Nc2ccccc2)c1 | 100 | 105 | 109 | 104 | 109 | 101 | 106 | 108 | 111
COc1cc(C2CC(c3c(C)[n+]([O-])c4ccccc4[n+]3[O-])=NN2)cc(OC)c1OC (configuration not stated) | 103 | 112 | 124 | 100 | 101 | 102 | 98 | 109 | 112
NS(=O)(=O)c1ccc(-n2cc(CC=O)nn2)cc1 | 99 | 102 | 99 | 102 | 102 | 100 | 109 | 106 | 107
Cn1c(=O)c2[nH]c(Cl)nc2n(C)c1=O | 116 | 105 | 98 | 106 | 107 | 135 | 106 | 106 | .
O=C1CCC(=O)N1c1ccc(Cl)cc1 | 106 | 108 | 101 | 98 | 98 | 94 | . | 103 | 116
O=S(=O)(NCCNc1nccc(-c2c(-c3ccc(F)cc3)nc3sccn23)n1)c1ccc2ccccc2c1 | 68 | 68 | 104 | 71 | 105 | 73 | 88 | 70 | 79
C=CCNC(=S)Nc1cccc([N+](=O)[O-])c1 | 95 | 108 | 90 | 100 | 89 | 97 | 93 | 96 | 111
C=C1C(=O)O[C@H]2[C@H]1CC/C(COC(=O)c1ccccc1)=C\CC[C@@]1(C)O[C@@H]21 | 61 | 41 | -65* | 27 | 33 | 35 | -44* | -34* | 6.1*
COc1ccc(C2c3[nH]c4ccccc4c3C(c3ccc(OC)c(OC)c3)c3c2[nH]c2ccccc32)cc1OC (configuration not stated) | 96 | 86 | 88 | 97 | 91 | 91 | 98 | 96 | 102
OCc1nnn(-c2ccccc2)c1CO | 115 | 105 | 116 | 104 | 115 | . | 117 | 109 | 113
CCCC(=O)c1ccc(Br)cc1 | 94 | 108 | 95 | 97 | 92 | 95 | 101 | 97 | 100
CCOC(=O)c1cnn2c(-c3ccccc3)nc(NCc3ccccc3)nc12 | 93 | 95 | 103 | 87 | 93 | 90 | 95 | 90 | 99
COc1ccc(C(CC(=O)c2ccccc2)Sc2ccccc2N)cc1OC (configuration not stated) | 113 | 94 | 102 | 83 | . | 84 | 101 | 99 | 94
Cc1nn(-c2ccccc2)c(Cl)c1/C=C1\SC(N2CCNCC2)=NC1=O | . | 95 | 103 | 105 | 101 | 106 | 96 | 102 | 102
COc1cc(/C=C/c2nc(Nc3ccc(Cl)cc3)c3ccccc3n2)ccc1O | 97 | 98 | 97 | 107 | 105 | 94 | 100 | 99 | 108
O=c1c(N=Nc2ccccc2)c[nH]n1-c1ccccc1 | 98 | 102 | 94 | 98 | 112 | 93 | 101 | 105 | 111
Cc1cccc(OC(=O)Nc2ccc(C(=O)O)c(O)c2)c1 | 109 | 96 | 96 | 97 | 102 | 104 | 106 | 100 | 123
NS(=O)(=O)c1ccc(Nc2nc(N/N=C/CCc3ccccc3)nc(Nc3ccccc3)n2)cc1 | 106 | 107 | 98 | 104 | 104 | 104 | 117 | 104 | 109
CSc1nnc2c(=O)[nH]c(=O)n(C)c2n1 | 123 | 105 | 118 | 110 | 100 | 105 | 101 | 109 | 122
CN1CCSC1=S | 102 | 106 | 105 | 106 | 109 | 99 | 104 | 106 | 107
Cc1ccc(Sc2ccc3[nH]c(=O)nc(N)c3c2)cc1 | 94 | 107 | 93 | 98 | 94 | 91 | 117 | 96 | 111
O=C(NO)c1ccc(Cn2c(=O)n(CCc3ccccc3)c(=O)c3ccccc32)cc1 | 22 | 46 | 12 | 24 | 45 | 20 | 14 | 20 | 31
COc1cc(NS(C)(=O)=O)ccc1Nc1c2ccc(Cl)cc2nc2c(OC)cccc12 | 14 | 9.8* | -54* | 5.3* | 33 | 32 | 22 | 12 | -44*
COc1ccc(C(C)=O)cc1CSC(=S)N1CCSCC1 | 86 | 102 | 87 | . | 78 | 85 | 91 | 73 | 107
COc1cc(C=Nc2oc(-c3ccccc3)c(-c3ccccc3)c2C#N)cc(CN2CCN(c3ccccc3)CC2)c1O | 96 | 92 | 92 | 104 | 101 | 81 | 105 | 101 | 108
COc1ccc2c(c1)C(=O)/C(=C/c1ccc(OCC(=O)Nc3nccs3)cc1)O2 | 58 | -68* | -85* | 4.6* | 79 | -62* | -24* | 19 | -37*

The last 2 records of the section above lead into the next:
SMILES | SF-295 | SF-268 | SF-539 | U251 | SNB-19 | PC-3 | OVCAR-3 | OVCAR-8 | DU-145
COc1cc(C=Nc2oc(-c3ccccc3)c(-c3ccccc3)c2C#N)cc(CN2CCN(c3ccccc3)CC2)c1O | 96 | 92 | 92 | 104 | 101 | 81 | 105 | 101 | 108
COc1ccc2c(c1)C(=O)/C(=C/c1ccc(OCC(=O)Nc3nccs3)cc1)O2 | 58 | -68* | -85* | 4.6* | 79 | -62* | -24* | 19 | -37*
O=S(=O)(NCc1ccco1)c1ccc(F)cc1 | 107 | 107 | 106 | 109 | 118 | 98 | 112 | 101 | 103
N#CC(CCc1ccccn1)c1ccccc1 (configuration not stated) | 112 | 99 | 101 | 100 | 98 | 100 | 101 | 100 | 107
COc1ccc(C(=O)/C=C/c2ccc3ccccc3c2)cc1S(N)(=O)=O | -80* | 13 | -88* | -96* | -50* | -12* | -42* | -61* | -9.0*
COc1ccc(-c2nnc(-c3cccnc3)o2)cc1 | 104 | 101 | 112 | 104 | 98 | 96 | 109 | 108 | 102
CCN1C(=O)N(c2ccccc2)C2Nn3c(s/c(=C4\C(=O)N(C(C)C)c5ccccc54)c3=O)=NC21 (configuration not stated) | 98 | 99 | 100 | 104 | 96 | 106 | 117 | 103 | 120
C[N+]1(C)C2CCC1CC(OC(=O)C(O)c1ccccc1)C2 (configuration not stated) | 98 | 96 | 94 | 98 | 110 | 83 | 103 | 106 | 107
COC(=O)Cc1cc(O)cc2oc(-c3ccc(OC)c(O)c3)cc(=O)c12 | . | 114 | 105 | 102 | 106 | 97 | 119 | 101 | 116
COc1ccc(-n2nc(C(=O)N/N=C\c3ccc(F)cc3)cc2-c2ccc(Br)cc2)cc1 | 94 | 85 | 97 | 90 | 82 | 75 | 94 | 89 | 96
O=[N+]([O-])c1c(NCc2ccco2)ncnc1NCc1ccco1 | 115 | 116 | 103 | 100 | 108 | 98 | 103 | 106 | 114
O=c1c2cc(Cl)ccc2oc2oc3cc(O)c(O)cc3c12 | 109 | 92 | 103 | 94 | 99 | 90 | 95 | 96 | 100
OCCNc1nccc(N2CCN(c3ccnc4cc(Cl)ccc34)CC2)n1 | 58 | 83 | 80 | 86 | 89 | 72 | 81 | 95 | 99
CCOC(=O)C(CC)(C(=O)OCC)C(C)C | 114 | 109 | 83 | 97 | 108 | 88 | 115 | 100 | 123
C=CCc1c(C)cc(C)c(C)c1O | 169 | 114 | 120 | 102 | 116 | 103 | 117 | 110 | 118
CCCCCCCCCCCCCCCCNC(=O)Nc1ccc(C)c(NC(=O)NCCCCCCCCCCCCCCCC)c1 | 114 | 114 | 110 | 100 | 97 | 84 | 109 | 105 | 112
COc1cc(C2=NN(C=O)C(c3sc(N(C)Cc4ccccc4)nc3Cl)C2)cc(OC)c1OC (configuration not stated) | 102 | 96 | 96 | 88 | 91 | 54 | 96 | 83 | 96
CN(C)CCCNc1c2ccccc2nc2c1oc1ccc(Cl)cc12 | 25 | 41 | 18 | 33 | 43 | 47 | 63 | 25 | 21
CC(C)C(=O)Nc1ccc(/C=C2/C=Cc3ccccc32)cc1 | 85 | 105 | 111 | . | 85 | 85 | 100 | 101 | 99
C=C1CC[C@@H]2[C@](C)(COC(C)=O)[C@H](OC(C)=O)CC[C@@]2(C)[C@@H]1CC(Sc1ccccc1)C1=CCOC1=O (some centres not stated) | 66 | 12 | -44* | 23 | 52 | 36 | -84* | 12 | 16
CC1=CC(O)=C(C#N)C(C)(C)C1(C#N)C(=O)O (configuration not stated) | . | 103 | 101 | 102 | 102 | 115 | 103 | 109 | 108
CC(C)C(=O)Oc1ccc(/C=C/c2cc(OC(=O)C(C)C)cc(OC(=O)C(C)C)c2)cc1 | 109 | 81 | 71 | 86 | 95 | 70 | 86 | 81 | 80
CC12CC[C@@H]3[C@]4(C)COC(c5c(F)cccc5F)O[C@@H]4CC[C@@]3(C)[C@@H]1CC(C1=CCOC1=O)O2 (some centres not stated) | 69 | 70 | 34 | 80 | 63 | 56 | 88 | 60 | 77
Cc1ccc(C(=NN=C(N)N)c2ccc(C)cc2)cc1 | 0.5* | 17 | -2.5* | 6.4* | 30 | 16 | -35* | 6.7* | -17*
COc1cc2c(cc1OC)=NC(=O)/C(=C\c1sc(Nc3ccc(S(N)(=O)=O)cc3)nc1O)C=2 | 105 | 110 | 93 | 94 | 97 | 95 | 118 | 102 | 117
N#CCCN(CCC#N)Cc1cc(-c2ccccc2)ccc1O | 100 | 95 | 103 | 91 | 101 | 97 | 106 | 98 | 98
O=C(CCc1ccc(O)cc1)N/N=C/c1cc(Br)ccc1O | . | 48 | 40 | 49 | 70 | 39 | 44 | 56 | 63
COc1cc(/C=C\c2cc(OC)c(OC)c(OC)c2)cc(NS(=O)(=O)c2ccc(Cl)cc2)c1OC | 11 | 40 | -24* | 21 | 58 | 14 | 10 | 17 | 20
CC1(O)CC2CC1C(C(=O)O)C2C(=O)O (configuration not stated) | 109&102 | 92&97 | 97&97 | 111&99 | 97&100 | 95&92 | 107&105 | 103&108 | 107&103
COc1ccc(-c2nc(SCC(C)C)nc(N3CCCCC3)c2C#N)cc1 | 95 | 101 | 106 | 95 | 96 | 94 | 104 | 96 | 102
Cc1ccc(NC(=O)CCCCCN2CCN(C)CC2)cc1Nc1nccc(-c2cccnc2)n1 | 95 | 97 | 83 | 91 | 94 | 111 | 101 | 108 | 108
O=S(=O)(O)OCCOc1ccc(S(=O)(=O)c2ccc(OCCOS(=O)(=O)O)cc2)cc1 | 110 | 107 | 116 | 102 | 97 | 106 | 125 | 107 | 120
CC(=O)Nc1ccccc1[N+](=O)[O-] | 106 | 103 | 105 | 96 | 109 | 100 | 109 | 106 | 108
O=c1nc(Nc2ccc([N+](=O)[O-])cc2O)sc2ccccc12 | -34* | 59 | -37* | 37 | 29 | 17 | 14 | 24 | 25
Cc1c(CNC(=O)CN2CCN(c3ccccc3)CC2)nn(-c2ccccc2)c1CC(C)C | 102 | 94 | 109 | 89 | 95 | 79 | 106 | 70 | 106
COC(=O)CC1CC1c1ccc2ccccc2c1 (configuration not stated) | 96 | 106 | 96 | 101 | 98 | 99 | 123 | 102 | 114
COc1ccc(/C=C/C(=O)c2cc(C(=O)/C=C/c3ccc(OC)cc3)n3cccc(C)c23)cc1 | 107 | 115 | 109 | 107 | 94 | 102 | 111 | 96 | 114
CCCCCCCCCCCC(=O)OCCN | 102 | 106 | 95 | 88 | 111 | 91 | 111 | 91 | 104

Of the compounds above, these have a Cl atom:
SMILES | SF-295 | SF-268 | SF-539 | U251 | SNB-19 | PC-3 | OVCAR-3 | OVCAR-8 | DU-145
COCCCNc1nc2ccccc2c2c(=O)c3cc(Cl)ccc3sc12 | 98 | 76 | 97 | 88 | 88 | 78 | . | 91 | 65
Cn1c(=O)c2[nH]c(Cl)nc2n(C)c1=O | 116 | 105 | 98 | 106 | 107 | 135 | 106 | 106 | .
O=C1CCC(=O)N1c1ccc(Cl)cc1 | 106 | 108 | 101 | 98 | 98 | 94 | . | 103 | 116
Cc1nn(-c2ccccc2)c(Cl)c1/C=C1\SC(N2CCNCC2)=NC1=O | . | 95 | 103 | 105 | 101 | 106 | 96 | 102 | 102
COc1cc(/C=C/c2nc(Nc3ccc(Cl)cc3)c3ccccc3n2)ccc1O | 97 | 98 | 97 | 107 | 105 | 94 | 100 | 99 | 108
COc1cc(NS(C)(=O)=O)ccc1Nc1c2ccc(Cl)cc2nc2c(OC)cccc12 | 14 | 9.8* | -54* | 5.3* | 33 | 32 | 22 | 12 | -44*
O=c1c2cc(Cl)ccc2oc2oc3cc(O)c(O)cc3c12 | 109 | 92 | 103 | 94 | 99 | 90 | 95 | 96 | 100
OCCNc1nccc(N2CCN(c3ccnc4cc(Cl)ccc34)CC2)n1 | 58 | 83 | 80 | 86 | 89 | 72 | 81 | 95 | 99
COc1cc(C2=NN(C=O)C(c3sc(N(C)Cc4ccccc4)nc3Cl)C2)cc(OC)c1OC (configuration not stated) | 102 | 96 | 96 | 88 | 91 | 54 | 96 | 83 | 96
CN(C)CCCNc1c2ccccc2nc2c1oc1ccc(Cl)cc12 | 25 | 41 | 18 | 33 | 43 | 47 | 63 | 25 | 21
COc1cc(/C=C\c2cc(OC)c(OC)c(OC)c2)cc(NS(=O)(=O)c2ccc(Cl)cc2)c1OC | 11 | 40 | -24* | 21 | 58 | 14 | 10 | 17 | 20

High-throughput results deposited in PubChem by NCI.
